Rac1 GTP hydrolysis – MgcRacGAP GTPase-activating activity inhibitors, confirmation, biochemical, ADP Hunter fluorescence; MgcRacGAP-stimulated Rac1 GTP hydrolysis, ADP Hunter fluorescence; higher % means a stronger effect; GST-tagged Rac1 F28L mutant substrate; inhibition, % at 30 µM, or IC50 in µM where a hit was titrated; 340,000 compounds, 0.6% hits; AID 624330;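 active = first-screen hits whose inhibition reached a set limit at any dose in the follow-up dose series; inconclusive = inhibition above the set first-screen limit but never retested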;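 note: fluorescence reports GDP produced by GAP-driven GTP hydrolysis; strong numbers were not always called active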
T cell modulator – T cell immune modulation candidate. 2C CD8+ T cell-vesicle binding, flow cytometry; active compounds read low. calls only at 7 µM. 330,000 compounds, 0.068% hits;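 active = response, share of CD8 T cells binding vesicles, and their 90th percentile fluorescence all below set limits, cut at about 80% in these data, passing the limit was not always enough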
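Also added: QL9-peptide-loaded Drosophila micro-vesicles bearing Ld, ICAM-1 and B7-1; Test system: purified 2C TCR transgenic mouse naive CD8+ T cells; Measured by: cytometric PE anti-B7-1 and Alexa647 anti-CD8 signals after 1% paraformaldehyde fixation; Timing: binding step 1.5 h, 37 °C, antibody labelling 20 min, ice.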
Myeloid diff MLP – promotes myeloid progenitor differentiation | ER-HoxA9 myeloid progenitors, lysozyme-GFP differentiation, flow cytometry | 360,000 compounds, 1% hits | calls only at 10 µM;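 active = normalized GFP-positive differentiation at or above the plate's own cutoff, the solvent-only control mean plus 3 SD; inconclusive = no clear call, values can overlap the other calls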;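 note: cells exposed to compound for four days before flow analysis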
NTR1 agonist – agonists of NTR1, primary screen, imaging, U2OS cells, beta-arrestin-GFP, high content (AID 493036). 330,000 compounds, 0.17% hits. activation, % at 20 µM. NTR1-U2OS beta-arrestin-GFP spot imaging, agonist mode. P30989;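 active = activation at or above 40% of the spot to cytoplasm intensity ratio, with at least 20 cells analyzed; inconclusive = wells under 20 cells, flagged as cytotoxic or low count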;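 note: 0% = DMSO without peptide and 100% = 100 nM NTR1 peptide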
Target sequence (P30989 whole entry, looked up): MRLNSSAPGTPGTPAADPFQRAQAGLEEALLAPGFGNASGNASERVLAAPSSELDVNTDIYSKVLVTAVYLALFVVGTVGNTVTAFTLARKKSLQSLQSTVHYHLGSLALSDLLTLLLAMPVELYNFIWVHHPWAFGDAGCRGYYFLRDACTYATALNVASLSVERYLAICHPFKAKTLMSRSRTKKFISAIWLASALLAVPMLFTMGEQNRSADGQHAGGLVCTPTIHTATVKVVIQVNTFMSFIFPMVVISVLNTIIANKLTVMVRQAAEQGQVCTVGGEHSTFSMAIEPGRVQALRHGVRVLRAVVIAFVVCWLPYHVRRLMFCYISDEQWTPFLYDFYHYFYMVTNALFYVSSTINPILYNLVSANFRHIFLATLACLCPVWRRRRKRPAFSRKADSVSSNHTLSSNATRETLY
UTI89 phage lysis – inhibition of K1F phage lysis, E. coli UTI89, bacterial capsule biogenesis inhibitors, alamar blue (AID 488966); E. coli UTI89 K1F phage lysis, alamar blue, 2 h; higher % means a stronger effect; inhibition, % at 100 µM; hits with a dose series show IC50 in µM; 340,000 compounds, 0.02% hits;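 active = phage lysis inhibition, versus mean bacterial control, above a set limit; inconclusive = no clear call, values can overlap the other calls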;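 note: capsule biogenesis inhibitors block K1F phage lysis so surviving cells raise fluorescence; higher fluorescence means more inhibition of phage lysis; actives were called in the ten point dose series up to 300 µM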
RSV antiviral HEp-2 – RSV antiviral activity via CPE protection, HEp-2 cells, primary 10 µM value included (AID 2391); HEp-2 cells, RSV-induced CPE inhibition; higher % means a stronger effect; CPE inhibition, % at 10 µM, or IC50 in µM where a hit was titrated; 310,000 compounds, 0.13% hits; in the data active = a potency from the dose series; inconclusive = CPE inhibition mostly from about 23% at the one dose, without a potency; inactive = the rest, 99 in 100 with CPE inhibition below about 21%; note: strong numbers were not always called active
TNAP activation fold – stimulation of alkaline phosphatase TNAP activity – biochemical, luminescent, no phosphate acceptor, uHTS, primary screen (AID 1001). purified TNAP, luminescent activation assay, no phosphate acceptor; higher activation fold means a stronger effect. activation fold at 20 µM, or EC50 in µM where a hit was titrated. 200,000 compounds, 0.03% hits; in the data active = activation fold from about 3, or a potency from the dose series; inactive = the rest, 99 in 100 with activation fold below about 1.6; note: many of its hits are not listed in these tables
Large T inhibition – SV40 large T antigen inhibitors, biochemical (AID 1903); SV40 large T antigen ATPase/helicase inhibition assay; higher % means a stronger effect; one-dose inhibition, % at 20 µM; IC50 in µM for titrated hits; 310,000 compounds, 0.39% hits; in the data active = a potency from the dose series; inconclusive = inhibition mostly from about 32% at the one dose, without a potency; inactive = the rest, 99 in 100 with inhibition below about 32%; note: strong numbers were not always called active
PhoP inhibition – PhoP-dependent GFP reporter repression – Salmonella Typhimurium, primary screen (AID 1863). S. Typhimurium PhoP-regulated promoter GFP reporter, 4 h; higher % means a stronger effect. inhibition, % at 50 µM; hits with a dose series show IC50 in µM. 300,000 compounds, 0.16% hits;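 active = inhibition over 29.93%, a cutoff 3 SD above the screen mean, later confirmed by dose response; inconclusive = inhibition over 29.93% but no dose response follow-up; inactive = inhibition at most 29.93% or unconfirmed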;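 note: 0% = low Mg2+ inducing control and 100% = high Mg2+ repressing control; strong numbers were not always called active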
T cell modulator vesicle-bound % – recorded beside T cell modulator, whose call it bears; double positive events, %; measured here: CD8+ vesicle-bound cell fraction;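 binding gate set so that unloaded-vesicle control wells show 10% double positive cells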
NTR1 agonist cell count 20 µM – recorded beside NTR1 agonist, whose call it bears; cell count; measured here: cell count, cytotoxicity flag
Myeloid diff MLP GFP+ MAC1+ % – further read-out of Myeloid diff MLP, marked with its call; GFP+ MAC1+ double positive, %; measured here: differentiation confirmed by MAC1 staining
An asterisk follows results filed as active; i = inactive; ? = inconclusive; nt = not tested or not shown; [ ] = dose if it differs, or a comment.

SMILES	Rac1 GTP hydrolysis	T cell modulator	T cell modulator vesicle-bound %	Myeloid diff MLP	Myeloid diff MLP GFP+ MAC1+ %	NTR1 agonist	NTR1 agonist cell count 20 µM	UTI89 phage lysis	RSV antiviral HEp-2	TNAP activation fold	Large T inhibition	PhoP inhibition
CN(C)c1ccc(NC(=O)c2cccc(C(=O)Nc3ccc(N(C)C)cc3)n2)cc1	?	i	10	i	1.4	4.6	63	1.1%[50 µM]	3.7%	0.9	?	-3%
Cc1ccccc1OCC(=O)NCCNC(=O)c1ccncc1	11%	i	24	i	0.5	1.1	45	0.1%	-0.7%	nt	20%	0%
N/C(=N\N=C\c1ccc(O)cc1)c1nonc1N	23µM*	i	41	i	0.3	-0.5	51	-0.1%	5.5%	1.1	23%	-2%
Cc1ccc(C23CC4CC(CC(NC(=O)N5CCN(C)CC5)(C4)C2)C3)cc1	9%	i	43	i	0.5	0.8	46	0.8%	-1.1%	1.1	3%	-3%
CCOC(=O)[C@H](O)[C@@H](O)c1cccc([C@H](O)[C@@H](O)C(=O)OCC)c1	12%	i	28	i	0.7	0.9	82	-2.1%	1.9%	nt	8%	7%
C[C@H](CO)N1C[C@H](C)[C@@H](CN(C)CC2CCCCC2)Oc2c(NC(=O)CCC(F)(F)F)cccc2C1=O	-15%	i	6	i	3.5	11	49	-0.2%	nt	nt	nt	nt
O=C(Cn1ncc2c3ccccc3n(Cc3cccc(Cl)c3)c2c1=O)NCC1CCCO1 (stereo not given)	8%	i	18	i	5.0	0.5	59	0.4%	2.7%	nt	4%	4%
Cc1ccc2nc(NC3=NC(CC(=O)O)C(=O)N3)nc(C)c2c1 (stereo not given)	nt	i	43	nt	nt	-0.8	43	nt	0.9%	1.1	6%	-4%
O=S(=O)(Nc1cccc(S(=O)(=O)N2CCOCC2)c1)c1ccc(Cl)s1	-1%	i	39	i	0.2	1.1	90	-1.7%	1.6%	1	-2%	-6%
COC(=O)c1cc(=O)n(-c2ccccc2)c(=Nc2ccccc2)s1	7%	i	32	i	4.3	17	100	-0.8%	6.2%	1.1	8%	1%
O=C(NCCC1=CCCCC1)c1ccc(Cl)c(S(=O)(=O)N2CCOCC2)c1	4%	i	12	i	0.6	2.7	56	3.9%	4.5%	1.1	1%	-3%
CC1C=Cc2ccccc2N1C(=O)c1ccccc1 (stereo not given)	-4%	i	29	i	1.1	2.4	33	1.4%	1.0%	1	16%	-2%
C[C@@H]1CN(C(=O)c2nc3ccc(Cl)cn3c2CN[C@H]2CCCCNC2=O)C[C@H](C)O1	1%	i	52	i	0.1	-0.6	81	0.8%	3.0%	1.1	-1%	6%
CC(=O)c1cc2c(cc1NS(=O)(=O)c1ccccc1F)OCO2	-7%	i	27	i	0.4	0.0	48	-0.2%	1.5%	1.1	-1%	4%
CC(Cc1ccccc1)C(=O)N(C)Cc1ccccc1 (stereo not given)	-5%	i	17	i	3.6	-2.8	100	0.7%	-1.1%	1.1	18%	0%
Cc1cccc(NC(=O)c2ccoc2C)n1	3%	i	1	i	0.4	-0.3	46	-0.1%	0.4%	1.1	7%	2%
CC(C)c1ccc(NC(=O)CSc2n[nH]c(=O)n2-c2ccc3c(c2)OCCO3)cc1	nt	i	53	i	0.2	-0.9	51	nt	8.8%	nt	3%	-15%
O=C(c1ccco1)N1CCN(Cc2nnc(-c3cccc(Cl)c3)o2)CC1	6%	i	26	i	0.1	-0.9	55	-0.1%	2.0%	nt	5%	-1%
COc1ccccc1CNC(=O)C1(NC(=O)Nc2ccc(C)cc2)CCCCC1	3%	i	10	i	0.4	0.1	49	13%	1.4%	37µM*	6%	3%
CN(C)c1ccc(C=Nc2ccccc2C(N)=O)cc1	1%	i	12	i	1.2	0.9	62	0.1%	1.7%	1.1	2%	-1%

Part of the list above in order of SMILES length, low to high:
SMILES	Rac1 GTP hydrolysis	T cell modulator	T cell modulator vesicle-bound %	Myeloid diff MLP	Myeloid diff MLP GFP+ MAC1+ %	NTR1 agonist	NTR1 agonist cell count 20 µM	UTI89 phage lysis	RSV antiviral HEp-2	TNAP activation fold	Large T inhibition	PhoP inhibition
Cc1cccc(NC(=O)c2ccoc2C)n1	3%	i	1	i	0.4	-0.3	46	-0.1%	0.4%	1.1	7%	2%
CC1C=Cc2ccccc2N1C(=O)c1ccccc1 (stereo not given)	-4%	i	29	i	1.1	2.4	33	1.4%	1.0%	1	16%	-2%
Cc1ccccc1OCC(=O)NCCNC(=O)c1ccncc1	11%	i	24	i	0.5	1.1	45	0.1%	-0.7%	nt	20%	0%
COC(=O)c1cc(=O)n(-c2ccccc2)c(=Nc2ccccc2)s1	7%	i	32	i	4.3	17	100	-0.8%	6.2%	1.1	8%	1%
O=C(c1ccco1)N1CCN(Cc2nnc(-c3cccc(Cl)c3)o2)CC1	6%	i	26	i	0.1	-0.9	55	-0.1%	2.0%	nt	5%	-1%
O=C(NCCC1=CCCCC1)c1ccc(Cl)c(S(=O)(=O)N2CCOCC2)c1	4%	i	12	i	0.6	2.7	56	3.9%	4.5%	1.1	1%	-3%
C[C@H](CO)N1C[C@H](C)[C@@H](CN(C)CC2CCCCC2)Oc2c(NC(=O)CCC(F)(F)F)cccc2C1=O	-15%	i	6	i	3.5	11	49	-0.2%	nt	nt	nt	nt

Further entries.
SMILES	Rac1 GTP hydrolysis	T cell modulator	T cell modulator vesicle-bound %	Myeloid diff MLP	Myeloid diff MLP GFP+ MAC1+ %	NTR1 agonist	NTR1 agonist cell count 20 µM	UTI89 phage lysis	RSV antiviral HEp-2	TNAP activation fold	Large T inhibition	PhoP inhibition
N#Cc1c(NC(=O)COC(=O)c2ccc(F)cc2)sc2c1CCC2	5%	i	36	i	7.8	-1.5	46	4.5%	2.1%	1.1	2%	2%
Nc1nonc1NC(=O)NN=C1CCCCC1	-4%	i	22	i	0.7	0.0	39	-0.3%	0.6%	1	8%	-8%
CCCNC(=O)OC[C@H]1O[C@H](CCO/N=C/c2ccc(C(=O)N3[C@H](c4ccc(C)cc4)[C@@H](C)CC[C@H]3C(=O)OC)cc2)C=C[C@@H]1Oc1ccc(OC)cc1	nt	nt	nt	nt	nt	1.2	54	nt	3.4%	1.1	19%	-8%
O=C(OCC(=O)c1cccs1)C1=COCCO1	-5%	i	26	i	1.7	2.1	47	-0.6%	0.4%	1.1	-1%	-2%
CCOCCCNC(=O)c1cc2c(s1)-c1ccccc1SC2	25%	i	58	i	2.8	-0.9	94	-0.1%	2.3%	nt	8%	0%
CCc1ccc(/C(C)=N/Nc2cc(Cl)nc(C)n2)cc1	9%	i	31	i	4.8	17	58	i	9.8%	1	10%	4%
CNc1ccc(Br)cc(C(=O)/C=C/c2cccc(OC)c2OC)c1=O	8%	i	58	i	0.9	0.7	78	0.3%	2.1%	1	34%	-12%
O=C(CCN=C1NS(=O)(=O)c2ccccc21)OCC(=O)c1ccc(F)c(F)c1	2%	i	41	i	1.4	-0.2	73	0.3%[50 µM]	2.4%	nt	13%	1%
CCOC(=O)c1c(C)[nH]c(C(=O)COC(=O)CNS(=O)(=O)c2ccc(C)cc2)c1C	6%	i	44	i	1.2	4.1	54	0.6%[50 µM]	nt	nt	nt	nt
COc1cc2cc(CN(CCN3CCCC3)C(=O)Nc3ccc(F)cc3)c(=O)[nH]c2cc1OC	11%	i	60	i	0.8	0.7	43	-0.2%	0.8%	1.1	7%	6%
CSCC[C@H](NC(=O)[C@@H]1Cc2ccccc2CN1)C(=O)Nc1cccc(C)c1	-17%	i	3	?	nt	0.0	55	-0.1%	0.8%	nt	-1%	-1%
CCN(CC)S(=O)(=O)c1ccc(N2CCOCC2)c(NC(=O)CCC2CCCCC2)c1	8%	i	0	i	1.2	1.3	88	0.2%	9.0%	1.2	-6%	-4%
COc1ccc(O)c(/C=C(\C#N)C(=O)Nc2ccccn2)c1	11%	nt	nt	i	0.3	-0.9	90	0.3%	nt	nt	nt	nt
CO/N=C/c1ccc(OC)c(Oc2nc(OC)cc(OC)n2)c1	8%	i	57	i	0.8	0.4	89	-0.2%	-0.2%	1.1	3%	0%
COc1cc(C2C(C#N)=C(N)OC3=C2C(=O)CCC3)cc(OC)c1OC(=O)N1CCOCC1 (stereo not given)	-2%	i	35	i	1.2	-1.5	67	1.2%[50 µM]	0.6%	1.1	0%	-3%
Cc1ccc(NC(=O)Cn2cnc3c(NCc4ccccc4)ncnc32)cc1C	10%	nt	nt	i	0.5	0.7	85	0.4%	nt	nt	nt	nt
CC(C)C(=O)NC(CC(=O)O)c1ccccc1 (stereo not given)	9%	i	23	i	1.0	-1.2	76	0.2%	-1.9%	nt	21%	-9%
CC1CC1C(=O)N(C)CC(=O)Nc1cccc(F)c1 (stereo not given)	4%	i	46	i	1.3	-1.2	63	1.3%[50 µM]	-0.7%	nt	1%	-6%
COc1ccc(N(C)S(=O)(=O)c2cccc(C(=O)NC3CCCCC3C)c2)cc1 (stereo not given)	2%	i	29	i	0.9	3.9	47	0.1%	4.5%	1.1	5%	1%
O=C(NCc1ccccn1)C1CCN(S(=O)(=O)c2cnc[nH]2)CC1	6%	i	43	i	0.9	-0.2	46	2.8%	1.4%	1.1	-1%	-14%
c1ccc(-c2nnc3sc(-c4cc5ccccc5o4)nn23)cc1	5%	i	12	i	3.5	10	54	-0.1%	6.0%	1	3%	-4%
O=C(CN(C(=O)CCC(=O)Nc1nccs1)c1ccc(F)cc1)NCc1ccc2c(c1)OCO2	4%	i	45	i	0.5	-0.4	36	0.4%	0.3%	nt	5%	0%
